Compound activity (PubChem)
Rpn11 inh = inhibitors of human proteasome Rpn11 | O00487 | human 26S proteasome, Ub4-pepOG fluorescence polarization; 20S core pre-blocked with epoxomicin | calls only at 20 µM | hit rate 0.59% among 360,000 | AID 588493;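 active = inhibition at 20 µM, scaled to each plate's controls, above about 33%, limit read from the data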
LMPTP block = blocks human LMPTP phosphatase | P24666 | recombinant LMPTP-A, OMFP fluorogenic substrate, fluorescence intensity | inhibition, % at 20 µM | hit rate 0.22% among 360,000;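 active = compounds that cut the enzyme signal by at least half of the control window in the single-dose screen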;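 also: plate controls were DMSO wells with enzyme plus substrate for no effect and substrate without enzyme for full effect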
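test system = LMPTP-A | amount = 0.625 nM LMPTP-A final | reagent = fluorogenic phosphatase substrate OMFP at 400 µM final | incubation = 50 min at room temperature | benchmarks = no-enzyme low control, uninhibited high control | medium = Bis-Tris pH 6.0, DTT, detergent | signal = fluorescence intensity of OMFP turnover product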
STEP inh = blocks human striatal-enriched tyrosine phosphatase; P54829; inhibition, % at 20 µM; recombinant STEP, OMFP fluorogenic substrate, fluorescence; hit rate 0.25% among 360,000;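 active = inhibition at 20 µM, scaled per plate between control wells, above about 37%, limit read from the data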;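 also: 0% = DMSO with enzyme and substrate and 100% = substrate only without enzyme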
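Material: STEP (striatal-enriched tyrosine phosphatase) enzyme, cell-free; Compound dosing: 20 µM single dose in 1% DMSO; Technique: fluorescence read at 480 nm ex / 540 nm em; Times: reaction 20 min, ambient temperature; Medium: 50 mM Bis-Tris pH 6.0 with 2.5 mM DTT and 0.005% Tween 20; Also added: OMFP at 25 µM.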
Scp1 inh = inhibitors of human Scp-1 phosphatase. Q9GZU7. Recombinant Scp1, phosphopeptide, malachite green phosphate absorbance. inhibition, % at 20 µM. hit rate 0.88% among 340,000. AID 493091;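 active = inhibition above about 50% at 20 µM, limit read from the data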;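 also: plate controls were DMSO wells with enzyme for no effect and wells lacking enzyme for full effect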
Target sequence (Q9GZU7 76-261 limits assumed): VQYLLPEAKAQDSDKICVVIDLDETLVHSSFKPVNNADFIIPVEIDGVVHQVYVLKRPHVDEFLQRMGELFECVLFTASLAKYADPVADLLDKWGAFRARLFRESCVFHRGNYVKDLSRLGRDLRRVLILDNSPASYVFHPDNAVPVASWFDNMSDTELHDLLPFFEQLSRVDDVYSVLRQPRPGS
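Test system: SCP-1 phosphatase catalytic domain, residues 76-261; measured by: colorimetric phosphate reagent with accelerator and stabiliser, absorbance at 630 nm; timing: enzyme reaction 45 min at room temperature, colour 5 min, stabilisation 30 min; also added: Phosphorylated 17-residue peptide substrate; compound dosing: one concentration, 20 µM, with 1.0% DMSO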
Neddylation inh = blocks human cullin neddylation. TR-FRET cullin neddylation, biochemical. calls only at 25 µM. P61081+Q13564. hit rate 0.58% among 360,000; in the data active = inhibition above about 36%
Target sequence (P61081 whole entry, looked up): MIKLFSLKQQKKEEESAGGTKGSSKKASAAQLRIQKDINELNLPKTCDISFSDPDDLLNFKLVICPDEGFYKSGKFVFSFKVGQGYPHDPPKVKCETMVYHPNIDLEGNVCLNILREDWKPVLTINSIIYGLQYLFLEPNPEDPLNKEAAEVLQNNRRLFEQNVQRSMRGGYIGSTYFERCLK
Target sequence (Q13564 whole entry, looked up): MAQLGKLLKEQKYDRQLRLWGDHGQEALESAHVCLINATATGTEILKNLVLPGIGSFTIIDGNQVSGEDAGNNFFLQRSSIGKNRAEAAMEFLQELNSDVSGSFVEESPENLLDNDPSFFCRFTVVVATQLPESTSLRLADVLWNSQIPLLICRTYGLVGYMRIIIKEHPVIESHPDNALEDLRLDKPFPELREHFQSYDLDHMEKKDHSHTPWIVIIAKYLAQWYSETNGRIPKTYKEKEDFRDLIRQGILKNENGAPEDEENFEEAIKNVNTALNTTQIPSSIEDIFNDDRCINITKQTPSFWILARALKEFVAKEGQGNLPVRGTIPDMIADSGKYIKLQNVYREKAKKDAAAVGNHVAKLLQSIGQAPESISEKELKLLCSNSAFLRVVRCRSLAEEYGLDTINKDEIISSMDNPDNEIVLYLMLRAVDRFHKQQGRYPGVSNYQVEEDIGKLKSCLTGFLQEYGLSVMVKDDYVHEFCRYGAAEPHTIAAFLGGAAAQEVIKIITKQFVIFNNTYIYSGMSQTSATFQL
Rin1-Abl PPI inh = inhibitors of human Rin1-Abl protein interaction; P00519+Q13671; TR-FRET Rin1/Abl binding, biochemical; inhibition, % at 7.35 µM; hit rate 0.4% among 360,000; AID 588664; in the data active = inhibition above about 5%, passing the limit was not always enough
SUMO1 PPI mod = alters human SUMO1 binding to SIM partners | P63165 | SUMO1 binding to a labelled peptide, TR-FRET, 1 h | inhibition, % at 20 µM | hit rate 0.33% among 360,000; in the data active = inhibition above about 37%
Target sequence (P63165 whole entry, looked up): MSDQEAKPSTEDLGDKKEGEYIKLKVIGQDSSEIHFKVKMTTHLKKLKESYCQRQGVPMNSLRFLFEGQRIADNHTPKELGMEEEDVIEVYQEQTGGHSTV
NadD inh = NadD (S. aureus) enzyme inhibition; purified NadD enzyme, colorimetric absorbance read-out; hit rate 0.78% among 360,000; inhibition, % at 20 µM; in the data active = inhibition above about 26%; also: some compounds past the cut are filed as inactive
DNMT1 inh = blocks human DNA methyltransferase DNMT1 | DNMT1 molecular beacon, Hinp1I cleavage, fluorescence | inhibition (reported as % activation of signal), % at 10 µM | hit rate 0.83% among 360,000 | AID 588458; in the data active = inhibition above about 50%
CSN deneddyl inh = blocks human CSN-mediated cullin deneddylation; Q92905; Purified CSN, SCF-Nedd8-OG deneddylation, fluorescence polarization; inhibition, % at 12.5 µM; hit rate 0.38% among 360,000;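 active = pattern-corrected inhibition above about 35%, with an unprinted fluorescence ratio check between 0.5 and 1.5, limit read from the data, passing the limit was not always enough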;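 also: 0% = enzyme with substrate and 100% = substrate without enzyme; some results filed as inactive read as strong as hits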
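Assay system: HEK293T-derived human Csn5 enzyme; quantity: 0.24 nM enzyme; medium: Tris/NaCl/DTT buffer, pH 7.5; also added: substrate SCFSkp2-Nedd8OG, 10 nM; doses: 12.5 µM compound; schedule: 90 min reaction at room temperature; signal: FP; read-out: % inhibition of substrate cleavage by Csn5; benchmarks: substrate-only high control, full reaction low control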
* = called active by the depositor; i = inactive; x = no result given.

SMILES	Rpn11 inh	LMPTP block	STEP inh	Scp1 inh	Neddylation inh	Rin1-Abl PPI inh	SUMO1 PPI mod	NadD inh	DNMT1 inh	CSN deneddyl inh
O=C1CCC(=O)N1OCCOc1ccccc1	i	-1.9	0	19	i	0	-3	-10	-3	-4
CCOCCCNCc1ccc(OCC(=O)N2CCOCC2)c(OC)c1	i	0.5	3	1	i	-4	1	0	-2	-2
COc1ccc2nc(N(CCN(C)C)C(=O)c3ccc4c(c3)OCCO4)sc2c1	i	0.1	0	1	i	0	1	-4	1	-3
CN1CCN(Cc2cc(Cl)c3cccnc3c2OC(=O)c2cccs2)CC1	i	-2.8	4	-34	i	-1	-7	-4	1	4
CC(=O)c1ccc(NC(=O)Cn2cnc(S(=O)(=O)N3CCOCC3)c2)cc1	i	-1.1	-2	-8	i	4	0	0	0	1
COc1ccccc1-c1oc2ccccc2c1C#CCCO	i	0.4	-3	-8	x	-1	-2	-12	0	-2
Cc1ccc(C(=O)CN2C(=O)c3ccccc3S2(=O)=O)cc1	i	0.4	1	-7	i	2	7	-1	1	0
C[N+](C)(C)c1ccc(/C=N/Nc2nc(Cl)c(C#N)c(Cl)c2Cl)cc1	i	3.9	3	53*	i	-3	-15	5	4	10
Cc1cccc(C)c1NC(=O)CN(C)C(=O)CCc1nc2sc3c(c2c(=O)[nH]1)CCCC3	i	7.4	6	46	i	-2	6	3	35	13
CC(=O)Nc1ccc(C2Nc3ccccc3C(=O)N2C2CCCCC2)cc1 (centres undefined)	i	-0.5	3	-5	x	2	2	7	-3	3
O=C(c1ccco1)n1c(=S)nc2ccccn21	i	-2.9	6	-3	i	-1	4	-5	1	5
O=[N+]([O-])c1ccc(NCCNc2ccc(Cl)nn2)cc1	i	-0.5	2	-20	i	-10	-20	-1	3	-7
CCOc1ccc(CN(C)C(=O)CNC(=O)C2CCCCC2)cc1OC	i	0.7	0	-5	i	0	-1	-2	1	-3
COc1cc(S(=O)(=O)Nc2ccc(C)cc2)ccc1N=Cc1c(C)[nH]n(-c2ccccc2)c1=O	i	3.6	0	-3	i	2	7	21	-23	6
CCCCCCC(=O)Nc1nc(C)c(-c2csc(Nc3ccccc3OC)n2)s1	i	2.4	0	4	i	0	5	19	-23	6
Cc1ccc2c(c1)nnn2C1CCN(S(=O)(=O)c2ccc(C(=O)N(C)C3CCCCC3)cc2)CC1	i	1.9	1	0	i	1	-2	3	0	4
Cc1ccc(C(=O)NCC(=O)OCc2c(F)cccc2Cl)cc1	i	-0.5	-1	-6	i	-1	1	1	1	-3
COc1ccc(-c2c(C(C)=O)c(C)nc3sc4c(c23)NC(c2ccccc2)NC4=O)cc1 (centres undefined)	i	-1.9	2	-7	i	-4	40*	3	6	-2
COc1ccc(NC(=O)CN2CCCC2c2cccs2)cc1S(=O)(=O)N1CCCCC1 (centres undefined)	i	-0.1	3	4	i	-1	13	4	-5	9
CCN(Cc1ccncc1)C(=O)CC1C(=O)NCCN1Cc1ccc(F)c(F)c1 (centres undefined)	i	-1.2	1	-4	i	1	34	-5	-4	1
COc1ccc(C(=O)NCC[N+](C)(C)C)cc1	x	-3.9	x	x	i	x	-2	16	x	0
COCC(C)NCc1cccc2ccccc12 (centres undefined)	i	-1.1	-1	-12	i	1	1	-5	-3	7
N#Cc1ccccc1NC(=O)COc1c(Br)cc(Br)c2cccnc12	i	3.1	-1	-7	i	0	0	9	13	3
Cn1c(=O)n(C)c2cc(NC(=O)c3ccccc3[N+](=O)[O-])c(Br)cc21	i	-1.2	2	-9	i	2	-8	-7	-2	0
Fc1cccc(CCN2CCNC[C@@H]2c2ccccc2)c1	i	-5.1	-2	0	i	1	-2	-3	1	3
Next structures follow:
SMILES	Rpn11 inh	LMPTP block	STEP inh	Scp1 inh	Neddylation inh	Rin1-Abl PPI inh	SUMO1 PPI mod	NadD inh	DNMT1 inh	CSN deneddyl inh
O=C(O)C(c1ccccc1)N1C(=O)/C(=C/c2cccs2)SC1=S (centres undefined)	i	-1.0	12	-9	i	0	-18	-1	1	-1
COc1ccc(Br)c(C(=O)NCC2CCCCC2)c1	i	-1.2	-1	-7	i	-1	9	-5	1	-3
O=C(NC(=S)Nc1ccc(O)cc1)C1CCCC1	i	-1.3	0	-3	i	1	0	-3	-1	-3
O=C(NC1CCSc2ccccc21)c1ccc([N+](=O)[O-])cc1 (centres undefined)	i	-0.2	0	-10	i	-2	-26	-3	-3	-4
COc1ccccc1NC(=O)Nc1cccc(NC(C)=O)c1	i	-0.4	11	-1	i	-2	1	-4	2	-1
O=C(O)COc1cccc2ccccc12	i	-2.9	10	-7	i	-1	0	-4	3	4
Cc1cc(C(=O)COC(=O)c2ccc(O)cc2)c(C)n1CC1CCCO1 (centres undefined)	i	-0.3	2	-9	i	2	-2	-7	-3	-1
CCOC(=O)N1CCN(S(=O)(=O)N2CCCC(C(=O)NCc3cc(OC)ccc3OC)C2)CC1 (centres undefined)	i	-6.5	-2	x	i	-2	1	-5	2	3
O=C(COc1ccccc1[N+](=O)[O-])Nc1ccc(NC(=O)c2cc3ccccc3o2)cc1	i	20	13	29	i	0	35	2	59*	17
O=C1Cc2ccccc2C(=O)N1c1cccc(Cl)c1	i	0.6	4	-8	i	-2	4	13	-9	8
COc1ccc(C(CNC(=O)c2ccc(C)c(S(=O)(=O)N3CCCCC3)c2)N2CCCC2)cc1 (centres undefined)	i	-0.2	2	-6	i	1	-5	-4	-3	-2
Cc1ccc(Cn2ccc(NC(=O)c3nc4ncccn4n3)n2)cc1	i	-1.0	-1	-2	i	2	-1	0	1	1
Cc1noc(C)c1S(=O)(=O)N1CCCC1C(=O)NC(C)(C)C (centres undefined)	i	-2.0	-3	-4	i	5	11	0	3	-4
Cc1cc(C(=O)Nn2c(C3CCCCC3)nc3ccccc3c2=O)ccc1[N+](=O)[O-]	i	1.9	-4	-6	i	0	-6	7	0	5
CCOc1ncccc1C(=O)Nc1ccc2c(C)cc(=O)oc2c1	i	-0.3	-5	-1	x	4	5	6	-5	-3
COc1ccc(NC(=O)c2cc(S(=O)(=O)N(C)C)ccc2N2CCCC2)cc1Cl	i	0.2	-2	-5	i	2	1	3	-3	-5
O=C1Nc2ccccc2N(O)N1c1ccc(Cl)c(Cl)c1	i	-1.0	1	-5	i	5	1	3	1	-8
O=C(O)COCC(=O)NCc1csc2ccc(Cl)cc12	i	-2.0	2	11	i	-2	0	-1	5	-1
c1ccc(-c2nnc(CSc3nnc(-c4cccs4)o3)o2)cc1	i	-1.6	2	-8	i	0	-3	0	0	11
O=C(NCc1cccnc1)c1ccc(CS(=O)(=O)Cc2ccc(Cl)cc2)o1	i	-0.7	-11	-1	i	-2	2	-3	3	-5
CCC(CO)NC1=C([N+](=O)[O-])C(=O)CC(C)(C)C1 (centres undefined)	i	-0.9	3	1	i	1	2	2	-1	-11
O=C(c1ccc2ccccc2c1)N1CCCCC1	i	0.1	-4	1	i	-1	2	-3	-1	1
COc1ccc(C(=O)OC(C)C(=O)NC(C)CCc2ccccc2)c(OC)c1 (centres undefined)	i	0.3	-4	2	i	4	2	-9	0	-3
CSc1ccc(S(=O)(=O)Nc2ccc(N3CCOCC3)c(Cl)c2)cc1	i	0.5	-3	-6	i	2	-3	-4	-6	0
Cc1cccnc1NC(=O)COc1ccc2oc3c(c2c1)CCCC3	i	-1.1	5	3	i	-1	1	6	-1	1
Continued.
SMILES	Rpn11 inh	LMPTP block	STEP inh	Scp1 inh	Neddylation inh	Rin1-Abl PPI inh	SUMO1 PPI mod	NadD inh	DNMT1 inh	CSN deneddyl inh
O=C(NC1CCS(=O)(=O)C1)Oc1ccc(Cl)cc1 (centres undefined)	i	-0.9	0	-20	i	-3	-2	-1	2	-1
CCC(=O)N1CCCc2ccccc21	i	-1.5	-1	-15	i	0	0	1	2	0
COc1cc(CNc2ccc3[nH]c(=O)[nH]c3c2)ccc1OCc1c(F)cccc1Cl	i	0.8	0	-9	i	-3	2	3	-24	3
O=S(=O)(NCCN1CCN(S(=O)(=O)c2ccccc2F)CC1)c1ccccc1F	i	-9.5	-1	-10	i	1	-6	3	-4	-1
Cc1ccc(C(=O)N/C(=C\c2cn(C)c3ccccc23)C(=O)NCCCn2ccnc2)cc1	i	-2.1	2	-6	i	0	-9	1	3	0
Cn1c(=O)c(=O)n(C)c2cc(S(=O)(=O)CCC(=O)Nc3ccc(F)cc3)ccc21	i	-1.6	1	2	i	0	-3	9	6	3
Cc1ccc(/C=N/NC(=O)CN2C(=O)CSc3ccccc32)o1	i	-0.5	1	7	i	3	-16	2	1	-3
CN(CC(=O)Nc1ccccc1Cl)C(=O)C1CCN(S(=O)(=O)c2ccc3c(c2)OCCO3)CC1	i	0.4	0	-11	i	-3	4	0	0	-2
COc1cc(C(=O)Nc2cccc(S(=O)(=O)NCc3ccco3)c2)cc(OC)c1OC	i	0.6	-1	-10	i	2	10	-1	-7	1
CSc1ccccc1C(=O)OCC(=O)NC1CCCCCCC1	i	-0.5	0	x	i	-3	-3	-5	-2	-1
Cc1ccsc1CNC12CC3CC(CC(C3)C1)C2	i	-1.7	-4	-21	i	-3	2	-12	0	-4
COC(=O)Cc1csc(Nc2ccc(F)c(Cl)c2)n1	i	0.9	-4	-12	i	6	1	-10	-1	2
CCOC(=O)CSc1nnc(CNc2cccc(Cl)c2)n1C	i	0.1	3	-8	i	2	2	-2	6	-5
O=C1/C(=C/c2ccccn2)SC(=S)N1CCc1ccccc1	i	-0.8	0	1	i	1	2	-2	2	0
O=C(O)c1cccc(S(=O)(=O)Nc2ccc3c(c2)CCC3)c1	i	-1.6	-4	-2	i	2	4	-2	4	-1
O=C(Nc1nc2ccccc2n1Cc1ccccc1)c1ccc(COc2ccccc2[N+](=O)[O-])o1	i	1.2	0	0	i	0	5	20	15	-2
CCn1c(C(=O)N2CCC(C(=O)NCCCSC3CCCCC3)CC2)cc2sccc21	i	0.2	3	-6	i	3	-2	-6	-12	-1
COc1ccc([N+](=O)[O-])cc1/C=N/Nc1nn[nH]n1	i	-0.9	-1	-2	i	2	-21	1	2	-1
COc1cc(CNc2cccc3[nH]c(C(F)(F)F)nc23)cc(OC)c1	i	1.6	-3	-1	i	-1	-2	15	-30	8

3 entries from above, in markdown.
| molecule | Rpn11 inh | LMPTP block | STEP inh | Scp1 inh | Neddylation inh | Rin1-Abl PPI inh | SUMO1 PPI mod | NadD inh | DNMT1 inh | CSN deneddyl inh |
| --- | --- | --- | --- | --- | --- | --- | --- | --- | --- | --- |
| Cc1cccnc1NC(=O)COc1ccc2oc3c(c2c1)CCCC3 | i | -1.1 | 5 | 3 | i | -1 | 1 | 6 | -1 | 1 |
| O=S(=O)(NCCN1CCN(S(=O)(=O)c2ccccc2F)CC1)c1ccccc1F | i | -9.5 | -1 | -10 | i | 1 | -6 | 3 | -4 | -1 |
| COc1ccc(-c2c(C(C)=O)c(C)nc3sc4c(c23)NC(c2ccccc2)NC4=O)cc1 (centres undefined) | i | -1.9 | 2 | -7 | i | -4 | 40* | 3 | 6 | -2 |
